CRFBP-R2 agonist: CRF-BP/CRF-R2 complex agonism; HEK293 CRF-R2/CRF-BP, calcium dye fluorescence (FLIPR); percent of saturating CRF peptide response; activation, % at 13.2 µM; 0.46% of 350,000 active; AID 588473;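 active = activation of at least 50%, plus an integration ratio under a set limit after plate pattern correction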;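 note: plate controls were neutral control wells without compound for no effect and CRF at EC100 for full effect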
CHRM5 agonist: agonists of human muscarinic M5 receptor (CHRM5). P08912. CHO-K1 hM5 cells, Fluo-8 calcium fluorescence; 0% DMSO wells, 100% maximal acetylcholine response. activation, % at 3 µM. 0.19% of 360,000 active;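 active = activation above the run's mean over test compounds plus 3 SD, cut at about 23% in these data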;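 note: signal is peak over basal fluorescence ratio across the kinetic read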
Target sequence (P08912 whole entry, looked up): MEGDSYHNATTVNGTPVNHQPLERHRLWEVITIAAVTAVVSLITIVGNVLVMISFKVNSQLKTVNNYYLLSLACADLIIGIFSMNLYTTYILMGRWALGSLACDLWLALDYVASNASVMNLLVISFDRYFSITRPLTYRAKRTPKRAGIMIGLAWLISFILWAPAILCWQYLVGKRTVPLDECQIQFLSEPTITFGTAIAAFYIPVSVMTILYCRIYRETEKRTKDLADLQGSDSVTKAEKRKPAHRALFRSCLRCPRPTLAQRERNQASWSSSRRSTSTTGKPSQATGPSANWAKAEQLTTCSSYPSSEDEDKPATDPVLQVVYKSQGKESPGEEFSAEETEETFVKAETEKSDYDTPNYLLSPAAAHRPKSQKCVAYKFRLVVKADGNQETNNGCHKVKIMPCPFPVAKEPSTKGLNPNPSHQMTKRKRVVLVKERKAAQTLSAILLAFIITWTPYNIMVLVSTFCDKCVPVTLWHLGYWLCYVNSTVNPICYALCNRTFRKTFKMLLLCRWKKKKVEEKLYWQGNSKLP
CRFBP-R2 block: antagonists of CRF-binding protein/CRF-R2 receptor complex; HEK293 CRF-R2/CRF-BP, CRF-induced calcium fluorescence; inhibition, % at 11.8 µM; 0.59% of 350,000 active; AID 588475;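 active = inhibition of the ligand-induced calcium signal above about 50% at the single tested concentration, limit read from the data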
CHRM4 antagonist: blocks acetylcholine activation of human M4 receptor | CHO-hM4 cells, ACh EC80, Fluo-8 calcium fluorescence | 0.73% of 360,000 active | inhibition, % at 3 µM | P08173;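 active = inhibition above its plate's cutoff, the mean inhibition of sample wells plus 3 SD, cut at about 27% in these data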;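 note: 0% = acetylcholine EC80 with DMSO and 100% = DMSO without agonist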
M4 ag: agonists of human muscarinic M4 receptor (CHRM4) | CHO-K1 hM4/Gqi5, Fluo-8 calcium fluorescence; vehicle 0%, full acetylcholine response 100% | activation, % at 3 µM | AID 624127 | 0.14% of 360,000 active | P08173;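 active = activation above the run mean over all test wells plus 3 SD, cut at about 32% in these data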;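 note: peak over basal fluorescence ratio per well then scaled between controls; 0% = DMSO wells and 100% = acetylcholine at EC100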
M4 PAM: positive allosteric modulators of human muscarinic M4 receptor; activation, % at 3 µM; CHO-K1 hM4/Gqi5, Fluo-8 calcium fluorescence, ACh EC20; 0% = ACh EC20, 100% = maximal ACh; 0.4% of 360,000 active; AID 624126;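 active = activation above its plate's cutoff, the mean activation of sample wells plus 3 SD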; note: some results filed as inactive read as strong as hits
M5 antag: CHRM5 antagonism in calcium assay | CHO-hM5 cells, Fluo-8 calcium fluorescence, ACh EC80 | inhibition, % at 3 µM | 0.59% of 360,000 active;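 active = inhibition above a per-plate cutoff, the mean of that plate's test compounds plus 3 SD, cut at about 27% in these data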;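 note: 0% = acetylcholine EC80 with DMSO and 100% = DMSO without agonist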
M5 PAM: CHRM5 positive allosteric modulation. activation, % at 3 µM. AID 624038. 0.3% of 360,000 active. P08912. CHO-K1 hM5, Fluo-8 calcium, ACh EC20 PAM; 0% = ACh EC20, 100% = ACh EC100;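 active = activation above the run cutoff, the mean activation of all test compounds plus 3 SD, cut at about 18% in these data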
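System: CHO-K1 cell line with stable human muscarinic M5 receptor expression | Also added: EC20 acetylcholine as agonist stimulus | Compound: One concentration, 3 µM final (nominal) | Timing: Fluo-8 loading 80 min at 37 °C plus 30 min room temperature | Measured by: Fluo-8 calcium dye fluorescence, kinetic read | Read-out basis: % activation, ACh-normalized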
M1 PAM: potentiates human M1 receptor response to acetylcholine; activation, % at 3 µM; CHO-K1 hM1, Fluo-8 calcium fluorescence, ACh EC20; 0% = ACh EC20, 100% = maximal ACh; P11229; 0.088% of 360,000 active; in the data active = activation above about 19%, passing the limit was not always enough
Target sequence (P11229 whole entry, looked up): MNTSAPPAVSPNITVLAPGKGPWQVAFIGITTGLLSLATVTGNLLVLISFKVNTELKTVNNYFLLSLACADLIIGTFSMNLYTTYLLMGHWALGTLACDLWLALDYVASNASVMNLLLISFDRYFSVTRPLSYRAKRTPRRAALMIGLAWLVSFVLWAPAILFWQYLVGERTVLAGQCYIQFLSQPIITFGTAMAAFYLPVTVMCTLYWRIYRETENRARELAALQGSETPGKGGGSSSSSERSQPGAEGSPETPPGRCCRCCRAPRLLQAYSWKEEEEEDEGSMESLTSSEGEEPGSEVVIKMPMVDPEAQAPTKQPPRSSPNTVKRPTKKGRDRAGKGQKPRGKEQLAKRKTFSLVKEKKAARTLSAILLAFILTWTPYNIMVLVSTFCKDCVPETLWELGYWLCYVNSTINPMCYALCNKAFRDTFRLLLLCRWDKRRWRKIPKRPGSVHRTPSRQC
* marks the source's active call; other numbers are inactive results; x = no result given.

SMILES	CRFBP-R2 agonist	CHRM5 agonist	CRFBP-R2 block	CHRM4 antagonist	M4 ag	M4 PAM	M5 antag	M5 PAM	M1 PAM
Cc1ccc(S(=O)(=O)N2CCCN(S(=O)(=O)c3ccc4c(c3)OCCO4)CC2)cc1	-0.8	1	-6	20	4	-17	7	-11	-2
O=C(c1ccc(S(=O)(=O)Cc2ccccc2F)c([N+](=O)[O-])c1)N1CCCCCC1	3.5	13	-28	-3	18	2	6	-4	7
COCC(=O)N1CCC(Oc2ccc(C(=O)NC3CCOC(C)(C)C3)cc2)CC1 (stereo not drawn)	0.0	-2	-1	2	0	3	-4	10	7
Cc1ccc(OCC(O)Cn2nc(C)cc2C)cc1 (stereo not drawn)	-0.3	-1	-1	-5	1	0	1	3	6
Cc1ccc(Cc2c(-c3ccc(C)cc3)nc3c(Cl)cc(C(F)(F)F)cn23)cc1	x	-6	x	-14	-1	9	0	-10	5
Cc1ccc(S(=O)(=O)NCCC(=O)NC2CCCCC2)cc1	0.4	-2	-19	-13	2	9	-2	-2	11
CC1(C)N=C(SCC(=O)Nc2ccc(Cl)cc2)C(c2ccccc2)=N1	-1.0	0	-9	-9	9	-5	8	-8	3
CCSc1nc(C(F)(F)F)cc(=O)n1-c1ccccc1	-1.4	-2	28	4	-2	-3	4	-2	3
N/C(=N\OC(=O)/C=C/c1ccccc1)c1ccccn1	-2.6	-2	4	-4	1	3	2	-4	10
NC(=O)c1ccccc1NC(=O)c1ccccc1F	-1.2	3	32	5	0	4	-3	5	5
Cc1cccc(C)c1C(O)c1ncc(-c2ccc(Cl)cc2)[nH]1 (stereo not drawn)	x	0	x	-11	2	-2	3	1	5
CN(C(=O)c1ccc(S(=O)(=O)N(C)C)cc1)c1ccc2ccccc2c1	-0.9	3	15	20	4	-10	7	-1	4

Results in M5 antag and M5 PAM, for some of the entries so far:
SMILES,M5 antag,M5 PAM
Cc1ccc(Cc2c(-c3ccc(C)cc3)nc3c(Cl)cc(C(F)(F)F)cn23)cc1,0,-10
Cc1ccc(S(=O)(=O)NCCC(=O)NC2CCCCC2)cc1,-2,-2
CC1(C)N=C(SCC(=O)Nc2ccc(Cl)cc2)C(c2ccccc2)=N1,8,-8
CCSc1nc(C(F)(F)F)cc(=O)n1-c1ccccc1,4,-2

Individual results from the results shown.
In M4 PAM, O=C(c1ccc(S(=O)(=O)Cc2ccccc2F)c([N+](=O)[O-])c1)N1CCCCCC1 is listed with 2
In M1 PAM, Cc1cccc(C)c1C(O)c1ncc(-c2ccc(Cl)cc2)[nH]1 (stereo not drawn) is listed with 5
In M1 PAM, COCC(=O)N1CCC(Oc2ccc(C(=O)NC3CCOC(C)(C)C3)cc2)CC1 (stereo not drawn) is listed with 7
In CRFBP-R2 block, CCSc1nc(C(F)(F)F)cc(=O)n1-c1ccccc1 is listed with 28
In CHRM5 agonist, Cc1ccc(S(=O)(=O)NCCC(=O)NC2CCCCC2)cc1 is listed with -2

Continued:
SMILES	CRFBP-R2 agonist	CHRM5 agonist	CRFBP-R2 block	CHRM4 antagonist	M4 ag	M4 PAM	M5 antag	M5 PAM	M1 PAM
Cc1ccccc1N(C(=O)Cc1cccs1)C(C(=O)NCC1CCCO1)c1cccnc1 (stereo not drawn)	-0.7	1	-7	1	1	-2	-7	-1	3
Cc1cccc(CNc2ccc(C(CC(N)=O)NC(=O)Cc3cccc4ccccc34)cc2[N+](=O)[O-])c1 (stereo not drawn)	0.1	2	3	6	1	6	5	4	-1
CCCn1c(=O)c2c(nc3n2CCS3)n(C)c1=O	-0.9	0	-11	0	0	0	10	-3	5
O=C(N/N=C/c1ccc2c(c1)OCO2)c1ccc2c(c1)OCO2	-2.9	2	19	-1	2	3	1	-5	-4
CC(C)(C)N(C=C(Cl)Cl)C(=O)NC1CCCCC1	-0.7	-6	-2	-12	1	8	-10	5	6
COc1ccc(Cl)cc1-c1cc(C(=O)N[C@H](C)c2ccccc2)[nH]n1	x	-8	x	7	3	-7	27	-16	-18
Cc1csc(NC(=O)Nc2ccc(Cl)cc2)n1	-0.1	7	-2	14	16	-8	16	-17	-4
COc1ccc(CN2C(=NC(=O)COc3ccccc3)SC3CS(=O)(=O)CC32)cc1 (stereo not drawn)	2.4	-5	-22	-7	2	13	-4	6	16
CC(C)[C@H](NC(=O)OC(C)(C)C)c1cc(C(=O)NCCO)c(N)s1	x	0	x	-16	0	4	-13	12	x
CCCc1ccc(S(=O)(=O)N2CCN(C(=O)c3cc(C)on3)CC2)cc1	-1.1	-1	9	-10	2	0	1	-3	-1
CC(/C=N/NC(=O)c1cc(-c2cccs2)[nH]n1)=C\c1ccccc1	-1.1	4	-34	-3	5	-2	-6	-1	4
O=[N+]([O-])c1cccc(S(=O)(=O)NCCc2cccs2)c1	-0.8	-4	6	14	0	-6	-1	-4	-2
O=C(NCCCc1ccccc1)c1cccc(NC(=O)C2CCCC2)c1	-0.2	2	4	-2	13	-2	1	-4	-2
COCCNC(=O)c1onc(CSc2cccc(OC)c2)c1C(=O)O	-0.1	1	16	4	1	7	7	3	9
Cc1noc(C)c1CCC(=O)Nc1c(C(C)C)cccc1C(C)C	0.6	-4	4	-9	-2	17	12	6	17
O=C(CCn1cnc2ccccc2c1=O)Nc1ccc(S(=O)(=O)N2CCCC2)cc1	-1.9	2	-34	5	4	2	2	1	2
CCOC(=O)/C(=N\Nc1cccc(Cl)c1)Sc1nnc(-c2ccc(OC)cc2)n1C	0.1	1	9	0	0	-4	-2	1	5
COc1cc(/C=C2\SC(N)=NC2=O)ccc1O	0.5	3	-1	-16	1	9	-14	-1	-8
COc1ccc(-c2csc(NC(=O)c3ccccc3S(C)(=O)=O)n2)cc1	-1.1	3	0	-4	10	0	4	-6	1
O=C(O)c1ccccc1C(=O)c1ccc2c(c1)N(Cc1cccc(F)c1)C(=O)CO2	-6.5	-2	-19	-8	4	-6	-21	-4	-2
Cc1[nH]c2ccccc2c1C(=O)C(=O)NC1CC1	0.4	-2	-3	-13	1	13	-6	2	7
O=C1NCCn2nc3ccccc3c21	-0.9	0	-4	-9	1	3	16	0	-9
O=C(CNC(=O)c1cccs1)N/N=C/c1ccco1	-0.6	1	13	1	0	-5	10	2	1
O=C(Cn1cnc2c(nnn2-c2ccccc2)c1=O)NCC1CCCO1 (stereo not drawn)	-2.5	1	10	9	-1	2	-6	1	18

Reprinted at random: 3 compounds from above, in no set order.
SMILES	CRFBP-R2 agonist	CHRM5 agonist	CRFBP-R2 block	CHRM4 antagonist	M4 ag	M4 PAM	M5 antag	M5 PAM	M1 PAM
O=C1NCCn2nc3ccccc3c21	-0.9	0	-4	-9	1	3	16	0	-9
Cc1ccc(Cc2c(-c3ccc(C)cc3)nc3c(Cl)cc(C(F)(F)F)cn23)cc1	x	-6	x	-14	-1	9	0	-10	5
COc1ccc(CN2C(=NC(=O)COc3ccccc3)SC3CS(=O)(=O)CC32)cc1 (stereo not drawn)	2.4	-5	-22	-7	2	13	-4	6	16

Carrying on:
SMILES	CRFBP-R2 agonist	CHRM5 agonist	CRFBP-R2 block	CHRM4 antagonist	M4 ag	M4 PAM	M5 antag	M5 PAM	M1 PAM
C(=N\Nc1nc(N2CCOCC2)nc(N2CCOCC2)n1)/c1cccnc1	0.7	1	4	-2	1	3	-1	6	3
N#CC(C(=O)NC1CCCCC1)=C1CCCCCC1	-0.5	-3	1	-8	-1	3	0	-2	3
Cc1ccccc1CNc1ccc(C(CC(N)=O)NC(=O)c2ccc(Br)cc2)cc1[N+](=O)[O-] (stereo not drawn)	0.2	4	8	2	1	7	-4	6	0
CCn1c(COc2ccc3c(c2)OCO3)nnc1SCC(=O)O	0.4	0	7	-6	1	7	-1	3	13
CCCCc1nnc(SCCSc2nnc(CCCC)n2N)n1N	-1.3	1	6	10	-1	-4	-6	6	8
COc1ccc(C2CC3CC(c4ccccc4)N2O3)cc1 (stereo not drawn)	-3.0	0	28	-2	0	1	3	-1	3
COC(=O)c1cn(-c2ccccc2)nc1-c1ccc(OC)cc1	7.3	0	-35	0	0	-4	9	4	-11
COCCN(C(=O)c1ccccc1OC1CCN(S(C)(=O)=O)CC1)C(C)C	0.6	-5	14	0	2	10	-3	5	6
COc1ccccc1S(=O)(=O)CC(O)COc1ccc(F)cc1Cl (stereo not drawn)	2.5	-3	-16	7	2	-8	-2	-5	11
CC(=O)OC1COC(n2ccc3ccccc32)C(OC(C)=O)C1OC(C)=O (stereo not drawn)	-1.6	-6	-18	3	0	-5	-1	2	3
CCO[C@@H]1OC(C(=O)N2CCOCC2)=C[C@H](C2CCCCC2)[C@H]1CCCO	-1.3	3	8	-3	5	10	7	-5	-7
O=C(CCC(=O)OCC(=O)c1ccc(Cl)cc1Cl)Nc1cccc2cccnc12	0.7	-2	0	0	1	-3	-10	1	2
CC(=Nc1ccccc1)C1=C(O)COC1=O	-1.1	1	-4	-3	1	-3	-6	2	8
CC1=NN(C(N)=S)C(=O)C1N=Nc1c(C)n(C)n(-c2ccccc2)c1=O (stereo not drawn)	1.1	0	11	-8	0	-4	0	2	11
O=C(OCn1nnc2ccccc2c1=O)C12CC3CC(CC(O)(C3)C1)C2	-1.4	4	-2	-1	1	1	11	8	2
COc1ccc(CCN(C)C(=S)Nc2cccc(C)c2)cc1OC	0.7	-2	-3	-6	2	6	4	1	7
O=C1CCCN1C(=O)CSc1ccc2ccccc2n1	-1.4	2	10	3	1	3	2	-3	-1
Clc1ccccc1/C=C/c1nc(-c2ccccn2)no1	1.6	-5	-4	-13	2	-1	-10	-2	10
Cc1nc(SCC(=O)Nc2cccc(C(=O)O)c2)n[nH]1	-1.4	0	5	1	0	-5	12	0	1
O=C(CSc1nnc(CNC(=O)c2ccco2)o1)Nc1ccc(F)cc1F	-0.1	-4	-1	-10	2	-1	1	6	12
CC(=O)Nc1ccc(NC(=O)C(C)OC(=O)CC2CCCC2)cc1 (stereo not drawn)	1.4	-2	7	5	0	8	0	0	15
COc1ccccc1CN(CC(=O)NCc1ccc2c(c1)OCO2)C(=O)c1csnn1	0.1	0	-1	-5	9	-5	6	-2	5
CC(C)c1cc(Br)ccc1OCCN1C(=O)NC(C)(C)C1=O	30	-1	-39	8	0	3	10	18	2
Cc1nn(CC(=O)NCCc2ccccc2)c(=O)c2cc3occc3n12	-1.5	-3	-2	-6	0	10	-4	9	8
COc1ccccc1-c1c(C)nn2c(N)c(-c3ccc(Cl)cc3)cnc12	-0.9	-5	-3	-8	1	5	-2	1	13

High-throughput results as filed in PubChem.
